# IDH1 mut inh: IDH1 R132H (human) inhibition | O75874 | IDH1 R132H reductase, diaphorase/resazurin fluorescence, 60 min | inhibition, % at 10 µM | 70,000 compounds, 0.18% hits; in the data active = inhibition above about 34%;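 also: 0% = DMSO and 100% = no enzyme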
# Target sequence (O75874 whole entry R132H): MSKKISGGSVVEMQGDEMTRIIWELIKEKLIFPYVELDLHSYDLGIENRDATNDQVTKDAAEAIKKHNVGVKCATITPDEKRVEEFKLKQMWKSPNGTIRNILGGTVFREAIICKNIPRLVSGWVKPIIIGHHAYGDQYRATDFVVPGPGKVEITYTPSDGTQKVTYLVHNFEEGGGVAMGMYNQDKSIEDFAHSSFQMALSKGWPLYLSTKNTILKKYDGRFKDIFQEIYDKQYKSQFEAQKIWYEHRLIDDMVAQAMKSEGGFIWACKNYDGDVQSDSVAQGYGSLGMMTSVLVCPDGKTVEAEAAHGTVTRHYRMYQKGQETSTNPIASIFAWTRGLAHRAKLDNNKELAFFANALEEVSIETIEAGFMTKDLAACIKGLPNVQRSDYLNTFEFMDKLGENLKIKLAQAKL
# EZH2 inh: inhibitors of human EZH2/PRC2 methyltransferase | Q15910 | PRC2 H3K27 methylation, DELFIA TRF, 1 h | inhibition, % at 12.5 µM | 57,000 compounds, 0.35% hits | AID 651548;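 active = mean inhibition of replicates at least 50% and every single replicate also reaching 50%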;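 also: dimethyl H3K27 on biotinylated H3 21-44 peptide detected by antibody; plate controls were median neutral control wells for no effect and median positive control wells for full effect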
# Active calls of the source: *; · = not tested or not shown.
molecule | IDH1 mut inh | EZH2 inh
O=C(NCCN1CCOCC1)[C@]1(CCS(=O)(=O)c2ccccc2)N=C(c2ccc(OCCCO)cc2)O[C@@H]1c1ccccc1 | -0.4 | -8
C[C@H](CO)N1C[C@H](C)[C@H](CN(C)C(=O)Nc2ccc3c(c2)OCO3)Oc2c(NC(=O)C3CC3)cccc2C1=O | -1.5 | ·
C[C@@H]1CN([C@H](C)CO)C(=O)Cc2cc(NC(=O)Nc3ccc(C(F)(F)F)cc3)ccc2O[C@@H]1CN(C)Cc1ccccc1 | · | -7
C[C@H]1CN([C@@H](C)CO)C(=O)CCCn2nncc2CO[C@H]1CN(C)CC1CCCCC1 | 0.7 | -20
C[C@@H]1CCCCO[C@@H](CN(C)C(=O)Cc2ccccc2)[C@@H](C)CN([C@@H](C)CO)C(=O)c2cc(NS(=O)(=O)c3cccs3)ccc2O1 | 0.0 | ·
CO[C@H]1CN(C)C(=O)c2ccc(NC(=O)c3ccc4c(c3)OCO4)cc2OC[C@@H](C)NC[C@H]1C | 0.0 | 4
C[C@H]1CN([C@@H](C)CO)C(=O)c2cccc(NC(=O)c3ccncc3)c2O[C@H]1CN(C)Cc1ccc(C(F)(F)F)cc1 | -1.1 | -6
C[C@@H]1CN([C@@H](C)CO)C(=O)c2cc(-c3ccc(F)cc3)cnc2O[C@@H]1CN(C)C(=O)Cc1ccccn1 | 0.2 | -6

# Other structures.
molecule | IDH1 mut inh | EZH2 inh
O=C1CCCN1CCCNc1ncnc2c1cnn2-c1ccc(Cl)cc1 | -0.2 | ·
C[C@@H]1CN([C@@H](C)CO)C(=O)c2cc(NC(=O)NC3CCCCC3)ccc2O[C@@H]1CN(C)CC1CCCCC1 | 1.0 | ·
C[C@@H]1CCCCO[C@@H](CN(C)Cc2ccc(C(=O)O)cc2)[C@H](C)CN([C@H](C)CO)C(=O)c2cc(NC(=O)Nc3cccc4ccccc34)ccc2O1 | -11 | ·
Cc1noc(C)c1NC(=O)Nc1cccc2c1O[C@H](CN(C)S(=O)(=O)c1cccs1)[C@@H](C)CN([C@H](C)CO)C2=O | 1.9 | ·
O=C(CCN1CCCCC1)N[C@@H]1CC[C@H](CCn2cc(-c3ccccc3)nn2)O[C@@H]1CO | -0.2 | -9
C[C@@H]1CN([C@H](C)CO)C(=O)c2cc(NC(=O)C3CC3)ccc2O[C@H]1CN(C)Cc1ccc(C(=O)Nc2ccccc2N)cc1 | -0.2 | -5
CC(C)NC(=O)Nc1ccc2c(c1)C(=O)N([C@@H](C)CO)C[C@H](C)[C@@H](CN(C)Cc1ccc3c(c1)OCO3)O2 | 3.0 | ·
CC1CCC2C(C(=O)O)=COC(O[C@@H]3O[C@H](CO)[C@@H](O)[C@H](O)[C@H]3O)C12 (stereo not given in full) | 0.1 | ·

# Next section:
molecule | IDH1 mut inh | EZH2 inh
COC(=O)CCCCCCC(=O)N/N=C/c1cc2c(cc1Br)OCO2 | -0.2 | 25
CC1=C(CC(=O)O)c2cc(F)ccc2/C1=C/c1ccc(S(C)=O)cc1 (stereo not given) | 1.2 | ·
C[C@H]1CCCCO[C@@H](CN(C)C)[C@@H](C)CN([C@@H](C)CO)C(=O)c2cc(NS(C)(=O)=O)ccc2O1 | 0.1 | 4
C[C@@H]1CCCCO[C@@H](CN(C)C(=O)c2ccncc2)[C@H](C)CN([C@H](C)CO)C(=O)c2cc(NC(=O)Cc3ccccc3)ccc2O1 | 0.7 | ·
C[C@H](CO)N1C[C@H](C)[C@H](CN(C)S(C)(=O)=O)Oc2ccc(NC(=O)c3ccncc3)cc2CC1=O | -1.9 | -4
COc1ccccc1NC(=O)N[C@H]1CC[C@@H](CCn2cc(-c3cccnc3)nn2)O[C@H]1CO | 0.0 | 4
C[C@H](CO)N1C[C@H](C)[C@H](CN(C)CC2CCCCC2)Oc2ccc(NS(C)(=O)=O)cc2C1=O | -0.5 | 7
C[C@H](CO)N1C[C@H](C)[C@H](CN(C)C(=O)Nc2cccc3ccccc23)Oc2c(NS(=O)(=O)c3ccc(Cl)cc3)cccc2C1=O | -2.6 | ·

# An excerpt of these results, with values under each structure.
# Every second line gives: IDH1 mut inh, EZH2 inh
C[C@H]1CN([C@@H](C)CO)C(=O)CCCn2nncc2CO[C@H]1CN(C)CC1CCCCC1
  0.7, -20
C[C@@H]1CCCCO[C@@H](CN(C)C(=O)Cc2ccccc2)[C@@H](C)CN([C@@H](C)CO)C(=O)c2cc(NS(=O)(=O)c3cccs3)ccc2O1
  0.0, ·
CO[C@H]1CN(C)C(=O)c2ccc(NC(=O)c3ccc4c(c3)OCO4)cc2OC[C@@H](C)NC[C@H]1C
  0.0, 4
C[C@H]1CN([C@@H](C)CO)C(=O)c2cccc(NC(=O)c3ccncc3)c2O[C@H]1CN(C)Cc1ccc(C(F)(F)F)cc1
  -1.1, -6
C[C@@H]1CN([C@@H](C)CO)C(=O)c2cc(-c3ccc(F)cc3)cnc2O[C@@H]1CN(C)C(=O)Cc1ccccn1
  0.2, -6
O=C1CCCN1CCCNc1ncnc2c1cnn2-c1ccc(Cl)cc1
  -0.2, ·

# Other structures follow.
molecule | IDH1 mut inh | EZH2 inh
C[C@H]1CN([C@@H](C)CO)C(=O)c2cc(C#CC3CC3)cnc2O[C@H]1CN(C)Cc1cccc(C(=O)O)c1 | 3.0 | 9
CC(C)C#Cc1cnc2c(c1)C(=O)N([C@@H](C)CO)C[C@@H](C)[C@@H](CN(C)C(=O)c1cccc(F)c1)O2 | -0.3 | -2
C[C@H](CO)N1C[C@H](C)[C@@H](CN(C)S(=O)(=O)c2cn(C)cn2)Oc2cc(C#Cc3ccc(F)cc3)ccc2S1(=O)=O | -0.1 | ·
Cc1ccc(S(=O)(=O)N(C)C[C@@H]2Oc3ccc(NC(=O)CCC(F)(F)F)cc3C(=O)N([C@H](C)CO)C[C@@H]2C)cc1 | · | -10
Cc1nc(-c2ccccc2)nc(SCC(=O)O)c1Cc1ccccc1 | 1.1 | 7
Cc1noc(C)c1S(=O)(=O)Nc1ccc2c(c1)CC(=O)N([C@@H](C)CO)C[C@H](C)[C@H](CN(C)S(=O)(=O)c1cccs1)O2 | 0.4 | ·
COc1ccc(CN(C)C[C@H]2Oc3c(NC(=O)c4nc5ccccc5s4)cccc3C(=O)N([C@H](C)CO)C[C@@H]2C)cc1 | -1.1 | -9
C[C@@H]1CN([C@@H](C)CO)C(=O)Cc2cc(NC(=O)NC3CCCCC3)ccc2O[C@@H]1CN(C)Cc1ccncc1 | -1.7 | -18

# Continued.
molecule | IDH1 mut inh | EZH2 inh
C[C@@H]1CCCCO[C@@H](CN(C)C(=O)NC2CCCCC2)[C@H](C)CN([C@@H](C)CO)C(=O)c2cc(NS(=O)(=O)c3ccc(Cl)cc3)ccc2O1 | 1.2 | ·
C[C@H](CO)N1C[C@H](C)[C@@H](CN(C)Cc2ccncc2)Oc2ccc(NC(=O)Nc3ccc(F)cc3)cc2CC1=O | 15 | -11
COc1ccccc1CCNC(=O)c1cc(-c2ccccn2)nc2c(C)c(Cl)ccc12 | 0.2 | 3
COc1ccc(NC(=O)N(C)C[C@@H]2Oc3cc(-c4ccc(C)cc4)ccc3S(=O)(=O)N([C@@H](C)CO)C[C@@H]2C)cc1 | 0.4 | -6
C[C@H]1CN([C@@H](C)CO)C(=O)c2cc(Br)cnc2O[C@@H]1CN(C)C(=O)c1cccnc1 | 0.9 | 10
COc1ccc(S(=O)(=O)N(C)C[C@@H]2Oc3ccc(NC(=O)Cc4cn(C)c5ccccc45)cc3C(=O)N([C@@H](C)CO)C[C@@H]2C)cc1 | -6.3 | ·
COc1cc(C)c(S(=O)(=O)NCCc2c(C)[nH]c3ccccc23)cc1C | -0.8 | 10
COc1ccc(C)cc1S(=O)(=O)N(C)CC(=O)Nc1cccc(SC)c1 | -0.3 | -8

# Additional entries follow:
molecule | IDH1 mut inh | EZH2 inh
C[C@@H]1CN([C@@H](C)CO)C(=O)Cc2cc(NC(=O)Nc3ccc(F)cc3)ccc2O[C@H]1CN(C)Cc1ccc2c(c1)OCO2 | 0.9 | ·
C[C@@H]1CN([C@@H](C)CO)C(=O)c2cc(NC(=O)CCC(F)(F)F)ccc2O[C@@H](C)CCCCO[C@@H]1CN(C)C(=O)CCCN(C)C | 3.1 | ·
Cc1ccc(S(=O)(=O)Nc2ccc3c(c2)C(=O)N([C@@H](C)CO)C[C@@H](C)[C@@H](CN(C)S(=O)(=O)c2ccc(C)cc2)OCCCC[C@@H](C)O3)cc1 | 0.9 | ·
Cc1ccc(S(=O)(=O)N(C)C[C@H]2OCCCC[C@H](C)Oc3ccc(NS(=O)(=O)c4cccs4)cc3C(=O)N([C@@H](C)CO)C[C@@H]2C)cc1 | -1.8 | ·
Cc1ccc(S(=O)(=O)N(C)C[C@H]2Oc3ccc(NC(=O)Nc4ccc5c(c4)OCO5)cc3CC(=O)N([C@H](C)CO)C[C@H]2C)cc1 | 0.6 | ·
COc1ccc(OC)c(S(=O)(=O)N(C)c2ccccc2C(=O)O)c1 | 0.2 | 7
C[C@H](CO)N1C[C@H](C)[C@@H](CN(C)Cc2ccccc2F)Oc2ncc(C3=CCCCC3)cc2C1=O | -0.1 | ·
COc1ccccc1NC(=O)CSCC#N | 0.2 | -4

# (more compounds)
SMILES | IDH1 mut inh | EZH2 inh
O=C1Nc2ccccc2-c2nc3ccccc3c(=O)n2-c2c(O)cccc21 | 0.5 | ·
COc1ccccc1CNC(=O)C[C@H]1CC[C@H](NC(=O)CN(C)C)[C@@H](CO)O1 | -0.1 | -4
C[C@H]1CCCCO[C@H](CN(C)C(=O)C2CCCCC2)[C@@H](C)CN([C@@H](C)CO)C(=O)c2cc(NS(=O)(=O)c3cn(C)cn3)ccc2O1 | 1.9 | ·
COc1cccc(S(=O)(=O)Nc2ccc3c(c2)[C@@H]2C[C@H](CC(=O)N[C@@H](C)c4ccccc4)O[C@H](CO)[C@@H]2O3)c1 | -0.6 | 5
C[C@H](CO)N1C[C@H](C)[C@H](CN(C)C(=O)NC2CCCCC2)Oc2c(NC(=O)Nc3ccc(F)cc3)cccc2C1=O | 1.8 | -6
O=C(C[C@H]1CC[C@H](NC(=O)c2ccncc2)[C@@H](CO)O1)Nc1ccccc1 | 0.2 | -2
O=C1CC(c2cccs2)Cc2nc(NCCN3CCOCC3)ncc21 (stereo not given) | -0.3 | 0
O=C(CSc1ncnc2scc(-c3ccc(Cl)cc3)c12)Nc1ccc2c(c1)OCCO2 | 0.3 | -14
C[C@@H]1CN([C@H](C)CO)C(=O)c2cc(C#Cc3ccccc3F)cnc2O[C@H]1CN(C)S(=O)(=O)c1ccccc1F | -5.9 | 7
COc1ccc(CN(C)C[C@@H]2OCCCC[C@@H](C)Oc3ccc(NS(=O)(=O)c4ccc(OC)cc4)cc3C(=O)N([C@H](C)CO)C[C@H]2C)cc1 | 2.5 | ·
O=C(Nc1ccc2c(c1)OCO2)N[C@@H]1CC[C@H](CCNC(=O)C2CCCC2)O[C@H]1CO | 0.0 | -10
CCCC#Cc1cnc2c(c1)C(=O)N([C@H](C)CO)C[C@H](C)[C@@H](CN(C)S(=O)(=O)c1cn(C)cn1)O2 | 0.2 | 9
C[C@@H]1CCCCO[C@@H](CN(C)C(=O)Cc2ccccc2)[C@H](C)CN([C@@H](C)CO)C(=O)c2cc(NC(=O)CCCCCC(=O)Nc3ccccc3N)ccc2O1 | 1.9 | ·
COc1cccc2cc(C(=O)C3C(=O)C(=O)N(c4nc(C)c(C)s4)C3c3ccco3)oc12 (stereo not given) | -0.9 | ·
C[C@H](CO)N1C[C@H](C)[C@H](CN(C)Cc2ccccc2)Oc2cc(C#CC3CC3)ccc2S1(=O)=O | -0.9 | 26
CCCN(C)C[C@@H]1Oc2cc(/C=C/c3ccccc3)ccc2S(=O)(=O)N([C@@H](C)CO)C[C@H]1C | 1.1 | -2
C[C@@H]1CCCCO[C@@H](CN(C)C(=O)Nc2ccccc2)[C@@H](C)CN([C@H](C)CO)C(=O)c2cc(NC(=O)Cc3ccccc3)ccc2O1 | 0.7 | ·
CNC[C@@H]1Oc2ncc(C#CC3CCCCC3)cc2C(=O)N([C@H](C)CO)C[C@@H]1C | 0.1 | -47
CCC(=O)N1C[C@@H](C)[C@H](OC)CN(C)C(=O)c2cc(NS(C)(=O)=O)ccc2OC[C@@H]1C | 0.4 | 0
COc1ccc(/C=N/NC(=O)CCCCCCC(=O)Nc2ccccc2O)c(O)c1 | · | 9
O=C(C[C@@H]1CC[C@H](NC(=O)Cc2cccnc2)[C@H](CO)O1)NCc1ccc2c(c1)OCO2 | 0.0 | 5
COc1ccc(S(=O)(=O)N[C@H]2CC[C@@H](CCNC(=O)c3ccccc3F)O[C@@H]2CO)cc1 | 0.3 | 2
Cc1noc(C)c1S(=O)(=O)N(C)C[C@H]1Oc2ccc(NC(=O)Nc3ccccc3)cc2CC(=O)N([C@H](C)CO)C[C@@H]1C | 0.5 | ·
COc1ccccc1C(=O)N1CCN(c2ccc([N+](=O)[O-])c(NCc3cccnc3)c2)CC1 | -0.3 | -6
O=C(C[C@@H]1C[C@H]2c3cc(NC(=O)Cc4ccncc4)ccc3O[C@H]2[C@@H](CO)O1)NCc1ccc2c(c1)OCO2 | 0.0 | -5

# Further records.
SMILES | IDH1 mut inh | EZH2 inh
CC(C)NC(=O)N(C)C[C@H]1Oc2ccc(NS(=O)(=O)c3cccs3)cc2C(=O)N([C@@H](C)CO)C[C@H]1C | 0.1 | ·
C[C@H]1CN([C@@H](C)CO)C(=O)c2cc(C3=CCCCC3)cnc2O[C@H]1CN(C)S(=O)(=O)c1cn(C)cn1 | 0.7 | 1
CSc1cccc(NC(=O)CN(C)S(=O)(=O)c2c(C)cc(C)cc2C)c1 | 0.0 | 27
COc1ccc(S(=O)(=O)Nc2ccc3c(c2)C(=O)N([C@@H](C)CO)C[C@@H](C)[C@@H](CN(C)Cc2ccc(-c4ccccc4)cc2)O3)cc1 | 0.1 | ·
C[C@H]1CN([C@@H](C)CO)C(=O)CCCn2cc(nn2)CO[C@H]1CN(C)C(=O)Nc1ccc2c(c1)OCO2 | -0.7 | 3
C[C@@H]1CN([C@H](C)CO)S(=O)(=O)c2ccc(C#CC(C)(C)O)cc2O[C@@H]1CN(C)C(=O)CN(C)C | 0.4 | 9

# Screening data from PubChem BioAssay.

# Some of the compounds tested, so the mix of outcomes need not match the whole.
